SKKanGAS inh: SKKanGAS growth inhibition; S. pyogenes SKKanGAS, kanamycin growth, BacTiter-Glo, 6 h; inhibition, % at 7.5 µM; AID 1662; 300,000 tested, 1.3% active;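 active means mean replicate score, as percent of positive control median, at least 50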;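 further: strain carries kanamycin resistance gene driven by streptokinase promoter and grows in 40 µg/ml kanamycin; loss of luminescence reflects streptokinase promoter inhibition or plain growth inhibition; 0% = median of DMSO wells and 100% = positive control at its reference dose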
aSyn UTR inh: MLPCN primary screen, SNCA 5' untranslated region. alpha-synuclein 5'UTR reporter, inhibitor activity. inhibition, % (tested at 7.5 µM). 300,000 tested, 0.82% active. AID 1813; in the data active means inhibition above about 60%;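 further: H4 neuroglioblastoma cells stably carrying SNCA 5'UTR luciferase fusion; 0% = DMSO wells and 100% = positive control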
TRPC4 inh: TRPC4 (mouse) channel inhibition | Q9QUQ5 | HEK293 TRPC4beta/mu-opioid, DAMGO-evoked Fluo4 calcium flux; active compounds read low | B-score at 10 µM | 300,000 tested, 0.39% active;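 active means B-score over 3 SD under the library average, no early fluorescence shift, positive overall ratio signal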
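test system = HEK293 cells with stable TRPC4beta plus mu-opioid receptor expression | detection = Fluo4 Ca2+ flux fluorescence | read-out = integrated fluorescence ratio relative to baseline, converted to per-well B score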
TRPC4 act: opens the mouse TRPC4 cation channel; Q9QUQ5; 310,000 tested, 0.49% active; HEK293 TRPC4beta/mu-opioid, Fluo4 calcium fluorescence; active compounds read high; AID 2237; B-score at 10 µM;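 active means B-score above 5 SD of library B-scores, and initial fluorescence ratio not above library mean plus 5 SD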;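 further: positive B-score marks a calcium rise read as TRPC4 activation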
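Assay system: HEK293 stable line with TRPC4beta plus mu-opioid receptor. Times: dye 45 min RT, read 110 s. Measured by: kinetic Fluo4 calcium fluorescence. Measure: B score of integrated ratio. Controls: assay buffer as low control, maximal DAMGO as high control.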
HIF activator: HIF pathway transcriptional activation. U2OS HRE-luciferase reporter, luminescence; normalized: DMSO 0%, desferrioxamine 100%. activation, % at 7.5 µM (by protocol). 300,000 tested, 0.32% active;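 active means mean activation of at least 10% of the iron chelator positive control signal, with at least half of replicates also reaching 10%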
MrgX1 antag: antagonists of human MrgX1 receptor | MRGX1-HEK293 calcium flux, Fluo-4, BAM8-22 antagonism; active compounds read low | B-score at 10 µM | 310,000 tested, 1.3% active;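 active means calcium-response B-score plate-corrected more than 3 library SD below zero, starting fluorescence within 5 deviations, no agonist response on first addition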;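 further: peak minus trough fluorescence over baseline after final BAM8-22 challenge near maximal dose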
Target sequence (Q96LB2 whole entry, looked up): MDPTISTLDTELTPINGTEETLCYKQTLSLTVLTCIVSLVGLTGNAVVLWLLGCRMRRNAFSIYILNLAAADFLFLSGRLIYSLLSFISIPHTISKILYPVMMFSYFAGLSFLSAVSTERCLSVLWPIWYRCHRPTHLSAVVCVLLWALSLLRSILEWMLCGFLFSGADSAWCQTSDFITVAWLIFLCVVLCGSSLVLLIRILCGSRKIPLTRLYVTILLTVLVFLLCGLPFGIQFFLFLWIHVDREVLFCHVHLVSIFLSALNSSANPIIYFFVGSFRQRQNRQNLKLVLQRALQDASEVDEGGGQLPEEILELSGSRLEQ
TRPC6 inhibitor: inhibitors of mouse TRPC6 channel. B-score at 10 µM. AID 2553. 310,000 tested, 1.1% active. HEK293-TRPC6, membrane potential dye, ACh-evoked depolarization; active compounds read low;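 active means B-score under library mean minus 3 SD, initial fluorescence not abnormally high, positive integrated signal ratio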;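 further: B-score derived from integrated fluorescence ratio over the kinetic read; more negative B-score means stronger inhibition of depolarization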
TRPC4 PAM: allosterically enhances the mouse TRPC4 cation channel; Q9QUQ5; HEK293 TRPC4beta/mu-opioid, DAMGO EC20, Fluo-4 Ca2+ flux; active compounds read high; B-score at 10 µM; 310,000 tested, 0.42% active;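 active means B-score of calcium response area above 5 SD of library B-scores, with initial fluorescence ratio within 5 SD of library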;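 further: B-score of integrated fluorescence ratio over time as area under calcium response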
KLF5 inhibitor: suppresses KLF5 promoter-driven expression; 290,000 tested, 0.23% active; DLD-1 KLF5 promoter-luciferase reporter, luminescence; inhibition, % at 5 µM;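 active means inhibition above a per-plate limit of that plate's mean compound inhibition plus 3 SD, cut at about 60% in these data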;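 further: 0% = DMSO wells and 100% = LY294002 at 200 µM; higher means less KLF5 promoter-driven luciferase light; inactives centre near -14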
TRPC6 act: activators of mouse TRPC6 channel | Q61143 | HEK293-TRPC6 membrane potential dye fluorescence; active compounds read high | B-score at 10 µM | 310,000 tested, 0.13% active;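 active means B-score of the integrated fluorescence ratio above library mean plus 3 SD, and starting fluorescence ratio within library mean plus 5 SD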;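 further: higher score means more depolarization so channel activation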
IEC-6 tox: kills IEC-6 intestinal cells in KLF5 counter-screen | IEC-6 cytotoxicity, luminescence viability | AID 1825 | 290,000 tested, 0.78% active | inhibition, % at 5 µM; in the data active means inhibition above about 22%;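 further: 0% = plate median of test compound wells and 100% = cytotoxic reference compound wells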
The depositor's hits bear a star; i = inactive; nt = no result given. Not a hit list, and some 5.8% of all compounds hit somewhere here.

Structure	SKKanGAS inh	aSyn UTR inh	TRPC4 inh	TRPC4 act	HIF activator	MrgX1 antag	TRPC6 inhibitor	TRPC4 PAM	KLF5 inhibitor	TRPC6 act	IEC-6 tox
Cc1ccc[n+](-c2nc([O-])sc2/C=N/Nc2ccc([N+](=O)[O-])cc2)c1	3.2	21.3	i	i	0.7	i	i	i	0.1	i	-2.1
Cc1cc(NC(=O)NCc2ccccc2)c(=O)n(Cc2ccc(F)cc2)c1	3.6	-13.0	i	i	3.8	i	i	i	-14.3	i	3.7
CCOC(=O)N1CCC(NC(=O)C2CCCN(S(=O)(=O)c3ccc4c(c3)oc(=O)n4C)C2)CC1 (stereo unspecified)	-2.1	-1.2	i	i	-0.5	i	i	i	-29.9	i	3.0
c1ccc2c(c1)SCc1nnc(-c3ccncc3)n1-2	4.5	12.1	i	i	-0.8	i	i	i	-9.3	i	4.3
CCC(=O)NCCn1c(C)cc2ccccc21	-1.9	-1.8	i	i	-0.2	i	i	i	15.6	i	-7.4
Cc1ccc(C)c(NS(=O)(=O)c2ccc(OCC(=O)NCC3CCCO3)cc2)c1 (stereo unspecified)	-1.5	3.1	i	i	0.3	i	i	i	-5.5	i	-3.8
C=C(C)COc1ccc(-c2ncnc(C(F)(F)F)c2-c2ccc(OC)cc2)c(O)c1	20.3	33.6	i	i	-0.1	i	i	i	0.4	i	4.3
Cc1ccc(S(=O)(=O)N2CCN(C(=O)c3cc(-c4cccs4)nn3-c3ccccc3)CC2)cc1	-3.3	-16.4	i	i	-0.1	i	i	i	nt	i	nt
CCCCC(c1nnnn1CCOC)N1CCN(C)CC1 (stereo unspecified)	3.5	13.2	i	i	0.6	i	i	i	-13.7	i	0.1
Cc1ccnc(SCC(=O)N2CCN(c3cccc(Cl)c3)CC2)n1	-5.8	18.4	i	i	0.3	i	i	i	-0.8	i	-3.3
CC(=O)Oc1ccc(/C(C)=N/N2CCN(Cc3ccc(C)cc3)CC2)cc1	3.9	0.4	i	i	-0.6	i	i	i	-18.6	i	-4.9
O=C(Nc1ccc2c(c1)OCCO2)N1CCN(c2ccccc2)CC1	0.1	-52.1	i	i	1.7	i	i	i	-45.4	i	-0.3
CCN(CC)C(=O)C1CCN(CC2CC=CCC2)CC1 (stereo unspecified)	0.5	-6.9	i	i	1.8	i	i	i	0.7	i	2.6
C=C1CCN([C@@H](CC(C)C)C(=O)Nc2nc3ccc(Cl)cc3s2)S(=O)(=O)c2ccccc21	19.0	-11.6	i	i	2.0	i	i	i	nt	i	nt
Fc1ccc(-c2ccc(/C=N/n3cnnc3)o2)cc1	-7.0	-9.5	i	i	-1.0	i	i	i	-5.2	i	6.3

Part of the list above, showing only MrgX1 antag and TRPC4 inh:
Compound,MrgX1 antag,TRPC4 inh
Cc1ccnc(SCC(=O)N2CCN(c3cccc(Cl)c3)CC2)n1,i,i
CCN(CC)C(=O)C1CCN(CC2CC=CCC2)CC1 (stereo unspecified),i,i

More compounds:
Structure	SKKanGAS inh	aSyn UTR inh	TRPC4 inh	TRPC4 act	HIF activator	MrgX1 antag	TRPC6 inhibitor	TRPC4 PAM	KLF5 inhibitor	TRPC6 act	IEC-6 tox
Cc1cc(C)nc(NC(=O)C(C)C)n1	-12.9	1.5	i	i	3.7	i	i	i	-12.0	i	-0.1
CCCC(=O)Nc1ccccc1NC(C)=O	-4.5	11.8	i	i	0.2	i	i	i	-34.0	i	6.2
Cc1ccc(N2CC(c3nc4ccccc4[nH]3)CC2=O)c(C)c1 (stereo unspecified)	-3.8	6.0	i	i	0.1	i	i	i	13.7	i	-1.7
O=C(CC(O)(c1ccccc1)C(F)(F)F)c1cccs1 (stereo unspecified)	6.1	24.0	i	i	-0.2	i	i	i	-23.7	i	-3.0
CCC(C)Nc1nc2c(c(=O)[nH]c(=O)n2C)n1CCCc1ccccc1 (stereo unspecified)	2.7	14.6	i	i	-0.2	i	i	i	-24.5	i	4.0
Cc1c(NC(=S)NC(=O)c2cc3ccccc3o2)c(=O)n(-c2ccccc2)n1C	-1.8	4.2	i	i	-1.3	i	i	i	-2.1	i	-8.6
Cc1cc(C(C)(C)C)cc(S(=O)(=O)Nc2cccc(C(=O)O)c2)c1C	-0.7	-1.1	i	i	-0.2	i	i	16*	-19.3	i	-10.5
O=C(CN1CCC(n2nnc3cc(F)ccc32)CC1)NC1CC1	-2.7	-5.1	i	i	-0.8	i	i	i	-3.1	i	-2.1
Clc1ccc(Oc2nnnn2-c2ccccc2)cc1	-0.5	-3.2	i	i	4.5	i	i	i	-18.0	i	-1.8
O=C(Nc1ccccc1O)c1ccc(C(=O)c2ccccc2)o1	3.0	-95.8	i	i	2.5	i	i	i	-34.2	i	0.0
CC(=O)Nc1nnc(SCC(=O)NCc2ccc3c(c2)OCO3)s1	17.2	0.7	i	i	-0.7	i	i	i	-19.5	i	-8.0
Cc1ccccc1NC(=S)N1CCCC1	1.7	-2.8	i	i	-0.3	i	i	i	22.9	i	4.2
COC(=O)c1ccc(N2C(=O)Nc3ccccc3N2O)cc1	-0.9	-36.2	i	i	0.9	i	i	i	-38.5	i	3.1
COc1ccc(-c2sc(NC(=O)c3ccc(C)cc3)nc2-c2ccc([N+](=O)[O-])cc2)cc1	7.6	11.7	i	i	-0.4	i	i	i	-10.8	i	2.0
CCCCC(=O)NC(NC(=S)N1CCOCC1)C(Cl)(Cl)Cl (stereo unspecified)	1.7	-11.7	i	i	0.0	i	i	i	-16.0	i	-6.7

Quoted from the listing:
`Cc1cc(C(C)(C)C)cc(S(=O)(=O)Nc2cccc(C(=O)O)c2)c1C` | aSyn UTR inh: -1.1
`CCN(CC)C(=O)C1CCN(CC2CC=CCC2)CC1` (stereo unspecified) | HIF activator: 1.8

Further results
Screens in order: SKKanGAS inh	aSyn UTR inh	TRPC4 inh	TRPC4 act	HIF activator	MrgX1 antag	TRPC6 inhibitor	TRPC4 PAM	KLF5 inhibitor	TRPC6 act	IEC-6 tox
Cc1ccc(Cn2ccc(NC(=O)c3cc(C4CC4)on3)n2)cc1
  0.7	-3.3	i	i	0.5	i	i	i	-32.0	i	-2.2
CCOc1ccc(NC(=O)CSC2=C(C#N)C(c3ccc4c(c3)OCO4)CC(=O)N2)cc1 (stereo unspecified)
  -4.7	22.4	i	i	-0.2	i	i	i	-18.4	i	-2.1
Cc1cc(C)cc(NC(=O)C(=S)NCc2ccccc2)c1
  21.2	20.7	i	i	0.3	i	i	i	-19.6	i	-1.7
COc1cccc2c(Cl)c(CC=C(Cl)Cl)c(C)nc12
  7.7	26.2	i	i	-0.2	i	i	i	-21.2	i	-5.5
CCc1cc2c(COC(=O)c3cccc(NS(C)(=O)=O)c3)cc(=O)oc2cc1O
  49.6*	2.5	i	i	-0.1	i	i	i	-6.8	i	3.3
CCC1=NC(c2ccc(Br)cc2)N(O)C1(C)C (stereo unspecified)
  1.2	-27.2	i	i	0.0	i	i	i	17.3	i	2.1
COc1cc(/C=N/NC(=O)c2cc3ccccc3[nH]2)ccc1O
  -5.8	2.0	i	i	-0.7	i	i	i	-9.4	i	15.1
O=C(Nc1cccc(F)c1)c1cc(S(=O)(=O)N2CCC(C(=O)O)CC2)ccc1F
  3.0	-8.4	i	i	0.0	i	i	i	-6.8	i	-3.2
Cc1ccccc1S(=O)(=O)Cc1ccc(C(=O)NCc2ccccc2)o1
  -3.2	15.2	i	i	0.6	i	i	i	-7.3	i	-8.0
COc1ccc(CNC(=O)c2csc(Cc3ccccc3)n2)cc1
  -1.2	-45.8	i	i	2.0	i	i	i	-17.3	i	-4.1
CC(C)C(=O)N1CCC2(CC1)Oc1ccc(F)cc1C(=O)C21CC(c2ccc(Cl)cc2)=NO1 (stereo unspecified)
  8.8	16.6	i	i	-0.1	i	i	i	nt	i	nt
Clc1ccc(CSc2nncn2-c2ccccn2)cc1
  -10.2	1.6	i	i	0.4	i	i	i	-18.0	i	1.8
COc1ccc(F)cc1S(=O)(=O)N1CCC(C(N)=O)CC1
  0.3	2.0	i	i	0.2	i	i	i	-2.7	i	-2.1
COc1cc(C(=O)OCC(=O)Nc2ccc3c(c2)OC(F)(F)O3)ccc1OCc1c(C)noc1C
  17.6	13.5	i	i	-0.4	i	i	i	-8.6	i	-3.5
Cc1cc(C(=O)O)ccc1-c1ccc(/C=C2\NC(=O)N(Cc3ccc(F)cc3)C2=O)o1
  4.8	-9.1	i	i	-0.1	i	i	i	-3.2	i	-5.3
CSc1cccc(NC(=O)c2[nH]c(C)c(C(C)=O)c2C)c1
  -4.5	-138.8	i	i	1.3	i	i	i	-167.3	i	-3.7
CN(C)S(=O)(=O)c1ccc2c(c1)nc1n2CCC1
  -1.3	16.6	i	i	0.0	i	i	i	-30.7	i	-3.3
CC(Oc1ccc2ccc(=O)oc2c1)C(=O)NCC1CCC(C(=O)O)CC1 (stereo unspecified)
  1.0	-4.1	i	i	-0.1	i	i	i	-21.6	i	-3.7
Cc1ccc([N+](=O)[O-])cc1NC(=O)CCCOc1ccccc1
  -1.5	12.9	i	i	0.0	i	i	i	28.3	i	-0.3
COCCCNC(=O)c1ccc2c(c1)ncn2-c1ccccc1OC
  0.0	14.5	nt	nt	-0.4	i	nt	nt	-3.6	nt	-3.9
COc1cc(OC)c(OC)cc1CNC1CCCCCC1
  -6.2	-9.6	i	i	0.1	i	i	i	-38.7	i	0.0
Cn1c(SCC(=O)NC2CCCCC2)nnc1-c1ccccc1F
  -1.4	3.6	i	i	-0.2	i	i	i	-6.9	i	0.8
Cc1cccc(C(=O)Nc2ccccc2C(=O)Nc2ccc(C(=O)O)cc2)c1
  5.8	-2.4	i	i	-1.3	i	i	i	-15.3	i	8.5

Screening data from PubChem BioAssay.
